Source: PubChem (several laboratories)
SIAE inh – inhibitors of human sialic acid acetylesterase SIAE; SIAE FP-Rh probe binding, fluorescence polarization; Q9HAT2; hit rate 0.69% among 370,000; inhibition, % at 9.66 µM;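 active = inhibition above a cutoff: mean of compounds within the control limits plus 3 SD of those, cut at about 17% in these data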;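 note: 0% = plate median of compound wells and 100% = probe without SIAE protein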
PRMT1 inh – blocks human protein arginine methyltransferase 1. Q99873. recombinant PRMT1, activity-based probe fluorescence polarization. inhibition, % at 2.79 µM. hit rate 1.3% among 370,000;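 active = inhibition above about 21% made by adding two undisclosed values, limit read from the data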
TDP2 absorb – TDP2 (human) inhibition, absorbance primary screen. hit rate 0.34% among 370,000. inhibition, % at 12.8 µM. O95551. AID 720702. recombinant TDP2, T5PNP hydrolysis, p-nitrophenol absorbance 415 nm;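 active = inhibition above the mean of all tested compounds plus 3 SD, set per campaign, cut at about 25% in these data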;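 note: 0% = DMSO with enzyme and 100% = buffer with substrate but no TDP2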
Target sequence (O95551 whole entry, looked up): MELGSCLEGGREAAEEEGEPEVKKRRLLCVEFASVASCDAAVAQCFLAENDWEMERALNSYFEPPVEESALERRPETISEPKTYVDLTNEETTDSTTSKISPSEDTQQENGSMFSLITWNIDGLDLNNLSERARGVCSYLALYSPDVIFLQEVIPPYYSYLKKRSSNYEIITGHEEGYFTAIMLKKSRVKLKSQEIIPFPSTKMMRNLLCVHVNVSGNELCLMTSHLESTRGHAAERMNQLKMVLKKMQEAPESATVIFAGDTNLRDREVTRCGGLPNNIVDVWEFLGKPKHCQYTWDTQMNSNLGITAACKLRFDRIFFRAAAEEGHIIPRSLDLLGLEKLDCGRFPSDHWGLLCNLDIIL
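Assay system: recombinant human TDP2 / Reagent: T5PNP substrate at 5 mM, a TopII-DNA adduct mimic / Measured by: epi absorbance from released p-nitrophenol / Evaluation: % inhibition relative to enzyme-containing and enzyme-free wells / Control set: enzyme-free and DMSO wells / Replicates: each compound tested once, singlicate / Schedule: enzyme reaction with compound for 2 h at 37 °C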
TCR-CD3 inh – inhibitors of human TCR-CD3 interaction; inhibition, % at 9.4 µM; hit rate 0.37% among 360,000; TAMRA-labeled TCR probe fluorescence, biochemical; in the data active = inhibition above about 19%;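 note: recombinant mutant TCR 2C K166C tagged with TAMRA read by polarization; 0% = receptor in buffer alone and 100% = receptor with positive control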
LEDGF integ inh – blocks HIV-1 LEDGF/p75-dependent DNA integration; TR-FRET IN-LEDGF/p75 DNA integration, Eu/Cy5; inhibition, % at 3.7 µM; hit rate 0.64% among 370,000; AID 743269;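 active = inhibition above the screen-wide mean plus 3 SD, cut at about 13% in these data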;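 note: signal is the Cy5 over europium emission ratio at 671 and 618 nm; 0% = plate median of compound wells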
rCAG RNA binder – molecules binding r(CAG) RNA repeats; inhibition, % at 3 µM; hit rate 1.3% among 370,000; AID 651821; r(CAG) RNA repeat, TO-PRO-1 dye displacement fluorescence;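 active = inhibition above the plate cutoff, the mean of all test compounds on that plate plus 3 SD, cut at about 35% in these data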;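 note: 0% = DMSO alone and 100% = 100 µM mitoxantrone as full dye displacement; higher means more dye released from RNA so lower well fluorescence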
PG9 Ab binder – small molecules binding HIV-1 gp120 antibody PG9 | TR-FRET gp120-PG9 antibody binding | inhibition, % at 6.7 µM | hit rate 0.43% among 360,000 | AID 624416; in the data active = inhibition above about 8.5%
Rev-erbA mod – modulates human Rev-erb alpha binding to DNA. Rev-erbα–FITC-DNA binding, fluorescence polarization, 90 min. activity, % at 10 µM. hit rate 0.79% among 370,000. AID 1259318;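 active = activity above about 14%, limit read from the data; passing the limit was not always enough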;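 note: 0% = DMSO wells with 35 nM protein and 100% = DMSO wells with 750 nM protein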
HTRA1 inh – blocks human HTRA1 serine peptidase; Q92743; recombinant HTRA1, FP-rhodamine activity-based probe, fluorescence polarization; inhibition, % at 5.96 µM; hit rate 0.5% among 340,000; AID 504803; in the data active = inhibition above about 36%;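 note: 0% = enzyme with DMSO and 100% = wells lacking enzyme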
mABHD4 FP – ABHD4 (mouse) inhibition, primary FP screen; Q8VD66; purified mABHD4, FP-Rh probe fluorescence polarization; inhibition, % at 8.92 µM; hit rate 0.54% among 370,000;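 active = inhibition exceeding the mean over every tested compound plus 3 SD, cut at about 30% in these data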;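 note: 0% = plate median of compound wells and 100% = S159A mutant with DMSO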
Target sequence (Q8VD66 whole entry, looked up): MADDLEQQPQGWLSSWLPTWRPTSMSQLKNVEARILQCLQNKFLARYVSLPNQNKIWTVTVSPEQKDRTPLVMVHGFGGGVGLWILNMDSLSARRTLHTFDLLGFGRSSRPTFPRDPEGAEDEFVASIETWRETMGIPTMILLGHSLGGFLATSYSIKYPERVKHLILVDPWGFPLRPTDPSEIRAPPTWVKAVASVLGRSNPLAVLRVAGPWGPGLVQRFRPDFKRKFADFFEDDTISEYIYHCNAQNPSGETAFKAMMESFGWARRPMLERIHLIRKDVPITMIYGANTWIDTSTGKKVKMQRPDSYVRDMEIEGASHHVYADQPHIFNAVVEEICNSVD
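Material: mouse ABHD4 enzyme, wild type; Benchmarks: S159A mutant high control, sample median low control; Buffer or medium: HEPES pH 7.0, NaCl, Pluronic buffer; Signal: fluorescence polarization; Read-out: percent inhibition of probe binding, normalized to plate controls; Timing: pre-incubation 45 min, probe exposure 60 min, at 25 °C; Dosing: 8.92 µM, single dose.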
* hit, by the source's call; · = not tested or not shown. A portion of the library; rates above refer to the full screens.

Results follow in this order: SIAE inh, PRMT1 inh, TDP2 absorb, TCR-CD3 inh, LEDGF integ inh, rCAG RNA binder, PG9 Ab binder, Rev-erbA mod, HTRA1 inh, mABHD4 FP
1	CCC1C(=O)N=C(SCC(=O)Nc2ccc(C)cc2)N(c2ccccc2)C1=O (stereo not given)
 : -2, 17, 4, -14, -4, 10, 0.1, -2, -3, -1
2	CCC(C(=O)NCCC1=CCCCC1)n1nc(C)c2c(C)n(-c3ccccc3)nc2c1=O (stereo not given)
 : 2, -4, -1, 12, 0, -10, -0.2, -2, -3, -1
3	c1ccc(-c2noc(-c3ccncc3)n2)nc1
 : -2, 0, -7, -5, -1, -3, -1.8, -2, 2, 3
4	COc1cc(CNC(=O)Nc2nc(C(N)CCc3ccccc3)cs2)cc(OC)c1OC (stereo not given)
 : 1, -4, 7, -2, -4, 23, -0.4, 2, ·, -7
5	CC(C)(C)c1c(Cl)c(O)c(-c2ccccc2)c(=O)n1-c1ccccc1
 : 19*, 10, -1, 0, 10, 6, -2.3, -5, ·, -3
6	Cc1cc(C)n2nc(C(=O)NNC(=O)c3ccc(Cl)cc3)nc2n1
 : -4, 0, -7, -3, 0, 1, -0.1, -4, 3, 3
7	CNCc1c(OCc2ccccc2F)ccc2ccccc12
 : -7, 0, -3, 2, 1, 9, -1.1, 3, -17, 4
8	CC(=O)Oc1ccc(C(=O)Nc2nccs2)cc1
 : 5, -5, 5, -2, 8, 4, -1.1, 9, 7, -6
9	O=C(CSc1nnc2ccc(-c3ccccn3)nn12)Nc1ccccc1F
 : -1, -3, -5, 6, -2, 1, -0.9, 3, 0, -5
10	CCN(C(=O)CSc1nnc2ccccn12)C1CCS(=O)(=O)C1 (stereo not given)
 : -3, 0, 9, -2, 3, 2, 0.5, -1, 4, 0
11	Cc1cc(N2CCOCC2)nc2ccc(NC(=S)NCCC(C)C)cc12
 : 8, 7, 2, 3, 0, 7, -3.2, 8, 11, 16
12	CCN(CC)C(=O)Cn1cc(C(=O)C(=O)N(C)C2CCN(C)CC2)c2ccccc21
 : 2, -1, -5, 2, -1, -3, -1.8, 1, 4, 5
13	CC1CCCN(C(=O)c2cc(-c3cccs3)nc3ccccc23)C1 (stereo not given)
 : 1, 0, 8, 0, -1, -1, 0.0, 3, -16, 2
14	O=C(c1ccccc1)c1nn(-c2ccccc2)c(=O)cc1C(F)(F)F
 : 3, 2, -5, 4, 12, -3, 0.2, -4, 10, 8
15	O=C(Cn1cnc([N+](=O)[O-])c1)Nc1ccccc1C(F)(F)F
 : 0, -1, 14, -1, -5, 3, -2.8, 2, 7, 0
16	CC(=O)c1ccc(NS(=O)(=O)c2ccc3c(c2)N(C)CCO3)cc1
 : 5, 3, 14, 1, -3, 8, -2.0, -3, 5, 8
17	COc1cc(=O)[nH]c(SCC(=O)Nc2ccc3ccccc3c2)n1
 : -2, -2, -1, 6, 1, 14, 0.4, -6, 1, 3
18	COC(=O)[C@@]12CCCCN1[C@H](c1ccc(-c3cccc(Cl)c3)c(OC)c1)[C@H]1C(=O)N(C)C(=O)[C@H]12
 : -2, 0, -2, 5, 1, 3, 1.3, -1, 0, 4
19	Cc1onc(-c2ccccc2)c1C(=O)NC(=S)NNC(=O)c1cccnc1
 : 1, -4, -9, 17, 5, 6, -1.1, -2, -8, -2
20	Cc1ccc(NC(=O)CSc2ccc3nnc(-c4ccccn4)n3n2)cc1
 : 5, -2, 4, 3, 2, 0, -2.5, -3, 3, 6
21	CCNCC(=O)Nc1ccc(N2CCOCC2)cc1
 : 0, -2, 2, -4, -1, -1, -1.9, 1, -8, 2
22	COc1ccccc1N(C(=O)c1cncc(Br)c1)c1nc(-c2ccc(C)cc2)cs1
 : -4, -2, -4, 1, 0, 3, -1.4, 5, -6, -6
23	CCCCn1c(-c2cccs2)nc2oc3ccccc3c(=O)c2c1=O
 : -3, 2, -13, 4, 0, 0, -0.6, -4, -2, -2
24	CCc1cccc(NC(=O)COC(=O)/C=C/c2cccs2)c1
 : -7, 8, 3, -7, 1, 0, 0.3, 0, -23, -5
25	CCN(CC)S(=O)(=O)c1ccc(S(=O)(=O)NCc2cccs2)cc1
 : 1, 1, -2, -4, -1, 0, -1.0, -3, -12, 1
26	O=C(Oc1ccc(Cl)c2cccnc12)N1CCOCC1
 : -6, 3, -6, -8, 0, -1, 1.4, 4, 3, -20

Grouped by structure: the compounds so far with a carbonyl joined to an NH by a bond outside any ring
Results follow in this order: SIAE inh, PRMT1 inh, TDP2 absorb, TCR-CD3 inh, LEDGF integ inh, rCAG RNA binder, PG9 Ab binder, Rev-erbA mod, HTRA1 inh, mABHD4 FP
1	CCC1C(=O)N=C(SCC(=O)Nc2ccc(C)cc2)N(c2ccccc2)C1=O (stereo not given)
 : -2, 17, 4, -14, -4, 10, 0.1, -2, -3, -1
2	CCC(C(=O)NCCC1=CCCCC1)n1nc(C)c2c(C)n(-c3ccccc3)nc2c1=O (stereo not given)
 : 2, -4, -1, 12, 0, -10, -0.2, -2, -3, -1
4	COc1cc(CNC(=O)Nc2nc(C(N)CCc3ccccc3)cs2)cc(OC)c1OC (stereo not given)
 : 1, -4, 7, -2, -4, 23, -0.4, 2, ·, -7
6	Cc1cc(C)n2nc(C(=O)NNC(=O)c3ccc(Cl)cc3)nc2n1
 : -4, 0, -7, -3, 0, 1, -0.1, -4, 3, 3
8	CC(=O)Oc1ccc(C(=O)Nc2nccs2)cc1
 : 5, -5, 5, -2, 8, 4, -1.1, 9, 7, -6
9	O=C(CSc1nnc2ccc(-c3ccccn3)nn12)Nc1ccccc1F
 : -1, -3, -5, 6, -2, 1, -0.9, 3, 0, -5
15	O=C(Cn1cnc([N+](=O)[O-])c1)Nc1ccccc1C(F)(F)F
 : 0, -1, 14, -1, -5, 3, -2.8, 2, 7, 0
17	COc1cc(=O)[nH]c(SCC(=O)Nc2ccc3ccccc3c2)n1
 : -2, -2, -1, 6, 1, 14, 0.4, -6, 1, 3
19	Cc1onc(-c2ccccc2)c1C(=O)NC(=S)NNC(=O)c1cccnc1
 : 1, -4, -9, 17, 5, 6, -1.1, -2, -8, -2
20	Cc1ccc(NC(=O)CSc2ccc3nnc(-c4ccccn4)n3n2)cc1
 : 5, -2, 4, 3, 2, 0, -2.5, -3, 3, 6
21	CCNCC(=O)Nc1ccc(N2CCOCC2)cc1
 : 0, -2, 2, -4, -1, -1, -1.9, 1, -8, 2
24	CCc1cccc(NC(=O)COC(=O)/C=C/c2cccs2)c1
 : -7, 8, 3, -7, 1, 0, 0.3, 0, -23, -5
